LAP4 TOR yeast = modulators of TOR pathway LAP4-GFP in S. cerevisiae; S. cerevisiae LAP4-GFP multiplex, flow cytometry GFP, 3 h; median GFP as percent of DMSO wells; GFP response vs DMSO, % at 10 µM; 320,000 tested, 0.34% active;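 active means GFP response vs DMSO above a set limit, about the screen mean plus 3 SD, cut at about 150% in these data; inconclusive means under 70 cell events counted for the yeast strain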
RPL19A TOR yeast = modulators of TOR pathway RPL19A-GFP in S. cerevisiae; S. cerevisiae RPL19A-GFP strain, flow cytometry, 3 h; active compounds read low; percent response vs DMSO, % at 10 µM; 330,000 tested, 0.3% active; AID 2025;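 active means percent response vs DMSO below 50%; inconclusive means fewer than 70 events counted for the yeast strain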;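 further: median channel GFP fluorescence of the barcoded RPL19A-GFP strain; ratio of sample median GFP to plate DMSO average so 100% = DMSO; lower means less RPL19A-GFP as with rapamycin TOR inhibition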
CR mimetic SO = caloric restriction mimetics inhibiting age-related superoxide in yeast | 330,000 tested, 0.18% active | superoxide response (% of plate mean), % at 10 µM | AID 2690 | S. cerevisiae aged cells, superoxide DHE fluorescence; active compounds read low;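 active means superoxide response under a set limit, about three screen SD below normal, cut at about 65% in these data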;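 further: yeast aged for seven days with compound at 30 °C before DHE staining; 100% = average MFI of all compound-treated wells on the plate with controls excluded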
procasp7 counter = counter-screen for procaspase-3 activators: activators of human procaspase-7 | P55210 | recombinant procaspase-7, Ac-DEVD-pNA absorbance 405 nm; D23A/D198A/D206A triple mutant, cannot self-cleave; scale: DMSO 0, 5 µM enzyme 100 | activation, % at 8.5 µM | 330,000 tested, 0.093% active;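 active means percent activation above the screen-wide mean plus 3 SD, cut at about 25% in these data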
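Material: Procaspase-7 triple mutant (PC-7 D3A) | Quantity: 2 µM procaspase-7 mutant as dispensed | Reagent: DEVD-pNA substrate | Times: 1 h preincubation, 2 h reaction | Technique: 405 nm absorbance of p-nitroaniline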
proCasp3 act = procaspase-3 (human) activation | P42574 | recombinant procaspase-3 D3A, Ac-DEVD-pNA absorbance 405 nm | activation, % at 8.5 µM | 330,000 tested, 0.11% active;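 active means activation above the mean of all tested compounds plus 3 SD, cut at about 21% in these data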;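 further: 0% = DMSO alone and 100% = DMSO wells spiked with extra 5 µM PC-3 D3A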
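Compound: 8.5 µM single point, 0.8% DMSO / Material: Autoprocessing-dead procaspase-3 D3A mutant enzyme / Timing: 1 h preincubation plus 2 h reaction at 25 °C / Medium: Zinc-free HEPES/NaCl buffer with 0.01% Triton X-100 at pH 7.4 / Technique: 405 nm absorbance of p-nitroaniline, reads at 0 and 120 min / Repeats: one well per compound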
MEP2 TOR yeast = yeast TOR pathway MEP2-GFP modulation; 330,000 tested, 0.51% active; GFP response vs DMSO, % at 10 µM; S. cerevisiae MEP2-GFP strain, flow cytometry GFP, 3 h; 100% = DMSO control level;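 active means GFP response versus DMSO above a set limit, roughly screen mean plus 3 SD, cut at about 180% in these data; inconclusive means fewer than 70 cells counted for a yeast strain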;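 further: median GFP fluorescence of the barcode-gated MEP2-GFP cells per well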
AHR activator = human AHR activation. P35869. AHR-responsive luciferase reporter cells, luminescence. activation, % at 5 µM. 320,000 tested, 2.5% active; in the data active means activation above about 47%;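 further: 0% = vehicle wells and 100% = reference agonist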
Target sequence (P35869 whole entry, looked up): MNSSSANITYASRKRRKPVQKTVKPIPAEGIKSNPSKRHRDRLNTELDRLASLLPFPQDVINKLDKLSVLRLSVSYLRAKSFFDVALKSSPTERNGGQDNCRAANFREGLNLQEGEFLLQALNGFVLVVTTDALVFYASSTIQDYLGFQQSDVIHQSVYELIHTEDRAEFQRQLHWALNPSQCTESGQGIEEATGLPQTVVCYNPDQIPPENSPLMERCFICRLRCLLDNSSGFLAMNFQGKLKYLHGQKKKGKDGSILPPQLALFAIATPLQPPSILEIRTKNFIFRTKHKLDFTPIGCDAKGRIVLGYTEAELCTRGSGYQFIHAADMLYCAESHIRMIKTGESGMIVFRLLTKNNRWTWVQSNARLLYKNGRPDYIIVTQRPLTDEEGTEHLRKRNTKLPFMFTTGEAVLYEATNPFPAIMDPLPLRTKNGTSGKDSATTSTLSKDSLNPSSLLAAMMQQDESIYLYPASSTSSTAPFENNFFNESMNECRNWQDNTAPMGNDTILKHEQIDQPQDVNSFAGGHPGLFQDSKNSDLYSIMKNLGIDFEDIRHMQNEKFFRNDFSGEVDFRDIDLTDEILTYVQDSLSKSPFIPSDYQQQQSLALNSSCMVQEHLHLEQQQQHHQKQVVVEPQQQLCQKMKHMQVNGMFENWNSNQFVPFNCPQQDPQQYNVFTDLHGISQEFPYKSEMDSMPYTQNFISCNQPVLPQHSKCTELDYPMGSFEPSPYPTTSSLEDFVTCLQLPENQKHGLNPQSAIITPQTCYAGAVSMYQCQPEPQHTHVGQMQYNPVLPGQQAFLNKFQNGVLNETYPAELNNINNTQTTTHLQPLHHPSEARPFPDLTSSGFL
JMJD2C inh = human JMJD2C demethylase inhibition | Q9H3R0 | GST-JMJD2C(1-420) H3K9me3 demethylation, DELFIA europium | inhibition, % at 2.35 µM | 330,000 tested, 0.069% active | AID 2099;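 active means more than half of a compound's replicate wells show inhibition beyond 50%, single wells judged on their own value; inconclusive means some, but no more than half, of replicates pass 50% inhibition; inactive means no replicate passes 50% inhibition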;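 further: signal counts dimethyl H3K9 product captured on neutravidin plate; 0% = median of DMSO wells and 100% = 0.3 times that DMSO median; strong numbers were not always called active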
The depositor's hits bear a star; ? = inconclusive; . = no result given; [ ] = dose if it differs, or a comment.

Fields: LAP4 TOR yeast	RPL19A TOR yeast	CR mimetic SO	procasp7 counter	proCasp3 act	MEP2 TOR yeast	AHR activator	JMJD2C inh
> O=C(COC(=O)c1ccc(S(=O)(=O)C(F)F)cc1)Nc1cccnc1Cl
    97	96	110	3	8	97	4	1
> Cc1cc(NC(=O)c2ccc(Cl)cc2)c(C(C)C)cc1O
    107	98	96	-10	-8	102	1	17
> CCc1ccc(C(=O)COC(=O)c2ccccc2OC)cc1
    113	97	97	8	4	94	-1	16
> CCOC(=O)c1sc(=NC(=O)c2cccc(C)c2)n(C)c1C
    104	94	93	2	0	98	14	4
> COc1ccc(Nc2cc(C(=O)NCCCN3CCN(C)CC3)c3ccccc3n2)c(OC)c1
    104[may fluoresce violet]	44*[may fluoresce violet]	110	-2	2	772*[may fluoresce violet]	7	-1
> CCOC(=O)C1(CCOC)CCN(Cc2ccccc2-c2ccco2)CC1
    102	101	108	4	1	103	11	-9
> COc1ccc(OC)c(C(=O)c2ccc(C(=O)Nc3ccc(NC(C)=O)cc3)cc2)c1
    68[may fluoresce violet]	107[may fluoresce violet]	103	-12	6	123[may fluoresce violet]	2	2
> COc1ccc(N2C(=O)CC(N3CCC(O)(c4ccc(Br)cc4)CC3)C2=O)cc1 (stereo not given)
    95	100	94	-40	-26	99	2	2
> CC(C)N1C(=S)SC(C)(C)C1NO (stereo not given)
    104	100	101	-10	0	128	-4	1
> CCCCSc1nnc2n(CCc3ccccc3)c(=O)c3c4c(sc3n12)COC(C)(C)C4
    95	97	105	9	-8	104	0	-3
> O=C(NN1C(=O)c2cc(Br)ccc2NC1c1ccccc1Cl)c1ccncc1 (stereo not given)
    85	101	100	-6	3	103	49*	8
> Cc1cccc(/C(N)=N/OC(=O)N2c3ccccc3Sc3ccccc32)c1
    102	96	98	5	-12	98	1	0
> CC(NC(=O)c1cc(-c2ccccc2)nc2ccccc12)C1CCCO1 (stereo not given)
    103	95	87	1	4	101	5	-13
> CCc1cc2cc(C(=O)Nc3ccccc3F)sc2s1
    99	94	115	2	4	100	-10	2
> COc1ccc(NC(=O)c2cc(C3CC3)on2)c(OC)c1
    99	98	107	-7	6	101	7	10
> Cc1nc(NC(=O)/C=C/c2ccccc2)sc1C(=O)NCCO
    99	98	93	8	-1	97	9	-10
> CCC(C)c1ccc(O)c(NC(=O)c2ncn[nH]2)c1 (stereo not given)
    94	102	91	-12	4	107	30	?
> COc1ccc(OC)c(NC(=O)c2[nH]c(C)c(C(C)=O)c2C)c1
    113	96	92	6	1	109	75*	12
> O=S(=O)(O)c1nc2ccccc2n1Cc1ccc(Cl)cc1Cl
    103	94	96	4	-7	98	3	11
> Cc1cc(=O)n2nc(N3CCCC3C(=O)Nc3ccccc3C)sc2n1 (stereo not given)
    107	102	115	-1	0	94	1	-4
> COC(=O)C(C)N1C(=O)S/C(=C\c2ccc(-c3ccc(C(=O)O)cc3C)o2)C1=O (stereo not given)
    .	84	98	-21	-18	87	3	3
> Cn1c(C(=O)N2CCN(C(=O)c3ccco3)CC2)cc2c(=O)n(C)c3ccccc3c21
    102	94	95	-3	13	101	8	-2
> COc1ccc(NC(=O)c2nc[nH]c2C(=O)N[C@@H](C)C(=O)OC(C)(C)C)cc1
    118	106	103	4	-8	97	26	20
> O=C(Nc1cccc(Cl)c1N1CCOCC1)c1cccs1
    85	108	113	13	-6	98	-1	2
> COc1ccc(-c2nnn(CCC(=O)O)n2)cc1
    101	107	86	-3	5	108	-4	-3
> COc1ccc(OC)c(NS(=O)(=O)c2ccc(Cl)nc2)c1
    108	106	102	8	5	112	1	3
> CC(C)(C)n1nnnc1C(c1ccc(C(F)(F)F)cc1)N(Cc1ccc(F)cc1)Cc1ccco1 (stereo not given)
    111	105	88	-6	2	103	-2	8
> CS(=O)(=O)c1ccc2nc(NC(=O)c3ccc(Cl)cc3)sc2c1
    98	100	106	-16	2	101	7	0
> COc1cccc(N2CCN(CC(=O)Nc3ccc(S(=O)(=O)N4CCCCCC4)cc3)CC2)c1
    99	105	89	-6	3	106	1	0
> O=C(Nc1c(F)cc(F)cc1Br)c1cc(-c2ccccc2)on1
    84[may fluoresce red and violet]	?	108	2	-1	?	-5	11
> COc1ccccc1N(Cc1ccccc1)S(=O)(=O)c1cc(C(=O)O)ccc1Cl
    86	97	89	5	-6	96	-2	0
> O=C1C2=C(Nc3ccccc3SC2c2ccco2)c2ccccc21 (stereo not given)
    112[may fluoresce violet]	74[may fluoresce violet]	106	-8	-15	206*[may fluoresce violet]	70*	-6
> CC(=O)Nc1ccc(S(=O)(=O)N2CCN(CCN3CCOCC3)CC2)cc1Cl
    103	95	95	6	-1	92	0	-3
> O=C(CCNS(=O)(=O)c1ccc(Cl)cc1)N1CCN(c2ccccn2)CC1
    103	102	108	-13	11	97	3	0
> COc1cc(/C=N/NC(=O)C(NC(=O)c2ccccc2)c2n[nH]c(=O)c3ccccc23)ccc1OCC(N)=O (stereo not given)
    91	100	83	-3	-1	102	3	-3
> Cc1cc(C)c2c(=O)[nH]c(SCc3ccccc3C)nc2n1
    94	95	104	2	-3	92	20	6
> COC(=O)c1ccncc1C(=O)Nc1ccc(Oc2ncc(C(F)(F)F)cc2Cl)cc1
    96	101	117	5	-3	106	0	-3
> CC(=O)N1CCN(C2=Nc3cccc4cccc2c34)CC1
    101	100	95	-22	-14	102	2	9
> N/C(=N/OC(=O)c1ccccc1Cl)c1nonc1N
    104	93	91	0	2	101	0	-4
> N#C/C(=C/C=C/c1ccccc1)C(=O)Nc1ccccc1
    101	97	95	3	0	103	-12	-6
> COC(=O)C(C)Sc1nc2c(cnn2-c2ccc(Cl)cc2)c(=O)[nH]1 (stereo not given)
    101	107	97	-1	1	103	7	-6
> Cc1ccc2oc(C(=O)NCC(c3ccco3)N3CCCC3)c(C)c2c1 (stereo not given)
    104	104	115	4	6	112	12	-6
> O=S(=O)(c1ccc(NC(=S)N2CCN(c3ccccc3F)CC2)cc1)N1CCOCC1
    101	93	97	-6	1	92	0	-4
> Cc1ccc(S(=O)(=O)N(C)C)cc1NC(=S)NNC(=O)C1CC1
    87	105	93	-4	6	71	6	5
> CCOc1ccccc1N1CC(C(=O)N(CC)CC(=O)Nc2ccc3c(c2)OCCO3)CC1=O (stereo not given)
    106	98	115	3	12	97	3	-15
> C=CCN1C(=O)N(c2ccc(Cl)cc2)C(=O)C1CC(=O)Nc1ccc(F)cc1 (stereo not given)
    100	100	98	3	-1	100	1	0
> OC(COc1ccc2ccccc2c1)CN1CCOCC1 (stereo not given)
    100	98	92	-8	0	94	23	2
> COc1ccccc1-c1cc(C(=O)NC2CCN(C)CC2)c2ccc(Cl)c(C)c2n1
    98	103	91	9	3	101	19	-6
> Cc1[nH]c2ccccc2c1NC(=O)CN1CCN(c2cccc(C(F)(F)F)c2)CC1
    98	97	101	0	6	100	11	-3
> O=C(CS(=O)(=O)c1ccc2ccccc2c1)Nc1ccccc1Cl
    106	98	115	8	0	141	-7	1
> Cc1ccc(C(=O)Nc2ncccc2O)cc1S(=O)(=O)N1CCCCC1
    96	99	99	-2	-8	100	11	5
> Cn1c(=O)cc(OCCCC(=O)NCc2ccc(F)cc2Cl)c2ccccc21
    98	109	95	4	-4	107	-5	-5
> O=C(Nc1ccccc1NC(=O)c1ccco1)c1ccco1
    102	101	105	4	-1	108	-3	13
> CCC(C)(C)NC(=O)C(c1ccccc1F)N(Cc1ccco1)C(=O)c1csnn1 (stereo not given)
    101	105	92	-1	2	101	0	-7
> Cc1cc2cccc(C)c2nc1SCC(=O)NNC(=O)c1ccco1
    97	93	107	-1	5	101	52*	0
> COc1ccccc1NC(=O)CCCCCN1C(=O)c2cccc([N+](=O)[O-])c2C1=O
    95	103	96	3	8	110	15	-19
> CCOC(=O)C1=C(C)N(CCCC(=O)O)C(=O)NC1c1ccccc1OS(=O)(=O)c1ccc([N+](=O)[O-])cc1 (stereo not given)
    101	96	98	-7	1	100	-4	7
> Cc1csc2nc(O)c(C(=O)NCCCc3ccccc3)c(=O)n12
    113	102	91	10	4	93	2	76
> CCn1c(SC(C)C)nnc1-c1c[nH]c2ccccc12
    107	102	90	-3	1	105	19	6
> O=c1oc(-c2cc3ccccc3o2)nc2sc3c(c12)CCCC3
    94	96	104	7	-1	105	5	12

(further entries)
Fields: LAP4 TOR yeast	RPL19A TOR yeast	CR mimetic SO	procasp7 counter	proCasp3 act	MEP2 TOR yeast	AHR activator	JMJD2C inh
> CCN(CC(=O)Nc1ccc(OC)cc1)C(=O)c1cc2c(s1)CCCCC2
    108	98	104	1	10	98	4	6
> Cc1ccccc1NC(=O)Nc1ccc2c(c1)OCO2
    110	107	96	-12	-2	103	68*	3
> O=C1CC(NNc2nc3ccccc3s2)C(=O)N1c1ccccc1 (stereo not given)
    99	100	120	5	1	100	-4	-11
> CCOc1ccc(S(=O)(=O)N2CCC(C(=O)NCc3ccccn3)CC2)cc1
    108	104	79	1	5	105	0	2
> CCOC(=O)c1ccccc1Cc1nc2ccccc2c(=O)[nH]1
    98	101	97	6	5	101	13	-7
> COc1ccc2cc(C(=O)Nc3ccc(Cl)cc3)sc(=O)c2c1OC
    99	101	106	4	12	101	-2	-4
> CS(=O)(=O)c1cnc(-c2ccccc2)nc1Oc1ccc(F)cc1
    116	106	82	-6	-1	107	1	-1
